Compound activity: PubChem, National Center for Advancing Translational Sciences (NCATS)
Sm TGR block – qHTS Assay for the Inhibitors of Schistosoma Mansoni Peroxiredoxins | purified TGR, DTNB reduction, TNB absorbance 405 nm | Potency, µM (series often up to 114 µM), inactives show top-dose activity change, negative = inhibition, hits mostly inhibitors | 3% of 360,000 active | AID 485364, 2010; note: nearly all actives have a fitted effect of over 60% in size
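TGR 20 nM + NADPH 100 uM (dispensed conc.), cpd preinc 15 min RT; start with NADPH (500 uM addition) then DTNB (15 mM addition). Kinetic TNB absorbance, 405 nm filter. Four-parameter Hill fit across titration.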
HCV inhibitor – qHTS Assay for Inhibitors of Hepatitis C Virus (HCV); Potency, µM (doses to about 41.8 µM), for inactives: at the top dose activity change, negative = inhibition, actives largely listed as inhibitors; Huh7.5.1 HCVcc-Cre infection, luciferase reporter, 44 h; 3.4% of 340,000 active
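A cell-based infection assay in which seeded cells (1,000 per well) receive test compound after 4 h, are inoculated with HCVcc-Cre at approximately 0.5 moi, and are incubated 44 h before luminescence detection.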
LmPK inhibitor – qHTS Assay for Inhibitors of Leishmania Mexicana Pyruvate Kinase (LmPK); purified LmPK, Kinase-Glo ATP luminescence, 1 h; Q27686; 0.37% of 290,000 active; Potency, µM (highest dose often 57.5 µM), for the others: top-dose activity change, negative = inhibition, usual class: inhibitors; AID 1721, 2009
Target sequence (Q27686 whole entry, looked up): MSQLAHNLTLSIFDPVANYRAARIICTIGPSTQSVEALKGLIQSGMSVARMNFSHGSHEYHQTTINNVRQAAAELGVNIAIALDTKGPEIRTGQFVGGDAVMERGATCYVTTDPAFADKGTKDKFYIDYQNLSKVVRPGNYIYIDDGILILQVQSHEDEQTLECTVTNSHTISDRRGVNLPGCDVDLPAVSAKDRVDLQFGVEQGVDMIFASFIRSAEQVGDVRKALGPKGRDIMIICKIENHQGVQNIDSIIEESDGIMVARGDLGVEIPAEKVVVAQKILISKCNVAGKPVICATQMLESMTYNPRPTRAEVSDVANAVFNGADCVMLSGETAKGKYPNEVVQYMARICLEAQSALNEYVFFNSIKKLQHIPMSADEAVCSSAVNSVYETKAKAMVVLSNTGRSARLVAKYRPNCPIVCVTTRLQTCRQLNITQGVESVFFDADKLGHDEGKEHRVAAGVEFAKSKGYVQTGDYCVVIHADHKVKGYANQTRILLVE
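ATP generated from ADP (0.1 mM) and PEP (0.5 mM) by 0.1 nM LmPK over 1 h at room temperature (pH 7.2 imidazole buffer) was detected by coupled luciferase luminescence. Values were normalized to uninhibited and no-enzyme wells.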
TbPYK inhibitor – qHTS of Trypanosoma Brucei Inhibitors; pyruvate kinase (Trypanosoma brucei), Q57TT1; TbPYK enzyme, Kinase-Glo Plus ATP luminescence, 45 min; Potency, µM (highest dose often 76.8 µM), for inactives: at the top dose activity, negative = inhibition, hits mostly inhibitors; 0.12% of 410,000 active; AID 624173, 2012; note: nearly all actives have a fitted effect of over 50% in size
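Readout: single end-point luminescence (Kinase-Glo Plus, 10 min). Reaction conditions were TbPYK/substrate plus 130 uM ADP, 45 min at RT, pH 7.2 TEA buffer. No-enzyme wells served as controls, and data were normalized before concentration-response fitting.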
Pf growth 48h – Primary qHTS for delayed death inhibitors of the malarial parasite plastid, 48 hour incubation; P. falciparum luciferase growth in erythrocytes, 48 h; Potency, µM (titrated, usually from 28.7 µM), for inactives: at the highest dose activity change, negative = inhibition, hits mostly inhibitors; 5.9% of 310,000 active; AID 504832, 2011
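A one-generation exposure of luciferase-tagged malaria parasites in RPMI 1640/Albumax erythrocyte culture, 37 C and 5% CO2. Inhibition is inferred from decreased luminescence after adding detection reagent.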
Pf growth 96h – Primary qHTS for delayed death inhibitors of the malarial parasite plastid, 96 hour incubation; P. falciparum luciferase reporter growth, 96 h; Potency, µM (titrated, usually from 28.7 µM), without a hit: at the highest dose activity change, negative = inhibition, hits mostly inhibitors; 6.9% of 320,000 active
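Readout is luminescence from an integrated firefly luciferase in P. falciparum. Red cells, 2% hematocrit and 0.05% parasitemia final, were cultured with compound through two parasite generations (96 hours) at 37 C, 5% CO2.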
The depositor's hits bear a star; ? = inconclusive; · = no result given; & = joins results of further samples; [ ] = another dose, or the depositor's remark. Calls come from the whole dose curve; as a rule, active = well fitted curve in the direction sought with a large enough effect; inconclusive = small, poorly fitted or top-dose-only effect, or another doubt; inactive = no such curve, though single readings can be large; an effect the other way counts as inactive or inconclusive. % is set by controls: 0 for no effect and ±100 for the full control effect; potency is the fitted concentration of half-maximal effect. Rows were taken by chance (roughly 16% active in at least one column).

| molecule | Sm TGR block | HCV inhibitor | LmPK inhibitor | TbPYK inhibitor | Pf growth 48h | Pf growth 96h |
| --- | --- | --- | --- | --- | --- | --- |
| Cc1cccc(-n2c(-c3ccccc3)nc3ccccc3c2=O)n1 | 11% | -1% | 1% | -3% | -3% | 4% |
| O=S(=O)(Nc1ccc(-c2ccc3nncn3n2)cc1)c1cccc(F)c1 | -3% | -16%[8.37 µM] | · | -3% | -13% | -3% |
| C/C(N)=C(/C#N)C(=O)COC(=O)CCC1CCCC1 | 4% | 10% | 11% | 2% | · | 33% |
| C1=CC2c3ccccc3NC(c3ccncc3)C2C1 (configuration not stated) | 2.5µM* | -35% | -8% | ? | ? | 13µM* |
| O=S(=O)(c1ccc(Cl)c(C(F)(F)F)c1)N1CCN(CC(O)COCC2CCCO2)CC1 (configuration not stated) | -5% | 14%&1% | -3% | 18% | -11% | 112%[activator] |
| Cn1ccsc1=NC(=O)c1ccc([N+](=O)[O-])o1 | -1% | ? | 2% | 5% | -15% | ? |
| COc1ccc(CCNC(=O)CCNC(=O)c2ccco2)cc1 | -18% | 18% | -3% | -19% | 7% | 11% |
| Cc1cc(NC(=O)CSc2nnc(Nc3ccccc3C)s2)no1 | 1% | -14% | 1% | -3% | ? | ? |
| CCCCC[C@H]1CN(CCCC)C(=O)[C@@H]1CC(=O)NCc1ccc(OC)cc1 | -1% | -22% | -2% | 0% | -9% | 60%[activator] |
| CC(=O)NC(CC(=O)N(C)Cc1cccc(Cl)c1Cl)c1ccccc1 (configuration not stated) | 0% | ? | 0% | -2% | ? | ? |
| CCCC(=O)Nc1nc2ccc(S(N)(=O)=O)cc2s1 | -3% | -8% | 0% | -2% | 11% | -10% |
| CCN1CCN(C(=O)c2ccc(OC3CCN(CCc4ccccc4)CC3)cc2)[C@@H](C)C1=O | -6% | 0% | -8% | -11% | ? | 3.7µM* |
| CC(=O)N(C(C)=O)S(=O)(=O)c1ccc(N=NN2CCCCC2)cc1 | -11% | 16% | -8% | 4% | 0% | 37%[activator] |
| O=C(Nc1ccccc1O)c1ccc2c(c1)C(=O)N(c1ccccc1)C2=O | -2% | 20% | -3% | 1% | 18% | ? |
| Cc1cc(C)c(NC(=O)CN2C(=O)CC(C)S(=O)(=O)c3ccccc32)c(C)c1 (configuration not stated) | -1% | 9% | 2% | 2% | -10% | 51%[activator] |
| CC(=O)N(Cc1cccnc1)Cc1cc2ccccc2[nH]c1=O | 0% | 5% | -2% | 1% | 7% | 6% |
| CCOC(=O)C1CCCN(C(=O)c2cc3nc(-c4cccc(OC)c4)cc(C(F)(F)F)n3n2)C1 (configuration not stated) | -18% | ? | 5% | 1% | 12µM* | · |
| Cc1nn(-c2ccccc2)nc1-c1nnc(-c2ccc(C(F)(F)F)cc2)o1 | 28% | 12% | 2% | 1% | 0.26µM* | ? |
| Cc1c(OCC(=O)NC(Cc2c[nH]c3ccc(O)cc23)C(=O)O)ccc2c3c(c(=O)oc12)CCC3 (configuration not stated) | 2% | 7% | 6% | -3% | 0% | 19% |
| NS(=O)(=O)c1ccc(NC=C2C(=O)OC3(CCCCC3)OC2=O)cc1 | 1% | -3% | 0% | -2% | 89%[activator] | ? |
| CCOC(=O)C(CSCc1ccccc1)NC(=O)OC(C)(C)C (configuration not stated) | -25% | -5% | 1% | -4% | ? | ? |
| O=C(O)c1ccc(COc2c(F)c(F)cc(F)c2F)cc1 | 1% | 25% | ? | 4% | -5% | 9% |
| C=CCN(c1nc(C)c(Br)c(OC)n1)S(=O)(=O)c1ccc(C)cc1 | 8% | 1% | 4% | 0% | -13% | ? |
| COCCNc1cc(C)nc2c3c(C)cc(C)nc3nn12 | 1%[11.4 µM] | -14% | 11% | -1% | · | -44% |

A draw from above in order of molecular weight, low to high:
| molecule | Sm TGR block | HCV inhibitor | LmPK inhibitor | TbPYK inhibitor | Pf growth 48h | Pf growth 96h |
| --- | --- | --- | --- | --- | --- | --- |
| C1=CC2c3ccccc3NC(c3ccncc3)C2C1 (configuration not stated) | 2.5µM* | -35% | -8% | ? | ? | 13µM* |
| Cn1ccsc1=NC(=O)c1ccc([N+](=O)[O-])o1 | -1% | ? | 2% | 5% | -15% | ? |
| COCCNc1cc(C)nc2c3c(C)cc(C)nc3nn12 | 1%[11.4 µM] | -14% | 11% | -1% | · | -44% |
| CCCC(=O)Nc1nc2ccc(S(N)(=O)=O)cc2s1 | -3% | -8% | 0% | -2% | 11% | -10% |
| O=C(O)c1ccc(COc2c(F)c(F)cc(F)c2F)cc1 | 1% | 25% | ? | 4% | -5% | 9% |
| CC(=O)N(Cc1cccnc1)Cc1cc2ccccc2[nH]c1=O | 0% | 5% | -2% | 1% | 7% | 6% |
| COc1ccc(CCNC(=O)CCNC(=O)c2ccco2)cc1 | -18% | 18% | -3% | -19% | 7% | 11% |
| CCOC(=O)C(CSCc1ccccc1)NC(=O)OC(C)(C)C (configuration not stated) | -25% | -5% | 1% | -4% | ? | ? |
| O=C(Nc1ccccc1O)c1ccc2c(c1)C(=O)N(c1ccccc1)C2=O | -2% | 20% | -3% | 1% | 18% | ? |
| Cc1cc(NC(=O)CSc2nnc(Nc3ccccc3C)s2)no1 | 1% | -14% | 1% | -3% | ? | ? |
| Cc1nn(-c2ccccc2)nc1-c1nnc(-c2ccc(C(F)(F)F)cc2)o1 | 28% | 12% | 2% | 1% | 0.26µM* | ? |
| CC(=O)NC(CC(=O)N(C)Cc1cccc(Cl)c1Cl)c1ccccc1 (configuration not stated) | 0% | ? | 0% | -2% | ? | ? |
| CCCCC[C@H]1CN(CCCC)C(=O)[C@@H]1CC(=O)NCc1ccc(OC)cc1 | -1% | -22% | -2% | 0% | -9% | 60%[activator] |
| Cc1cc(C)c(NC(=O)CN2C(=O)CC(C)S(=O)(=O)c3ccccc32)c(C)c1 (configuration not stated) | -1% | 9% | 2% | 2% | -10% | 51%[activator] |
| C=CCN(c1nc(C)c(Br)c(OC)n1)S(=O)(=O)c1ccc(C)cc1 | 8% | 1% | 4% | 0% | -13% | ? |
| CCN1CCN(C(=O)c2ccc(OC3CCN(CCc4ccccc4)CC3)cc2)[C@@H](C)C1=O | -6% | 0% | -8% | -11% | ? | 3.7µM* |
| Cc1c(OCC(=O)NC(Cc2c[nH]c3ccc(O)cc23)C(=O)O)ccc2c3c(c(=O)oc12)CCC3 (configuration not stated) | 2% | 7% | 6% | -3% | 0% | 19% |
| O=S(=O)(c1ccc(Cl)c(C(F)(F)F)c1)N1CCN(CC(O)COCC2CCCO2)CC1 (configuration not stated) | -5% | 14%&1% | -3% | 18% | -11% | 112%[activator] |

Going on with the list:
| molecule | Sm TGR block | HCV inhibitor | LmPK inhibitor | TbPYK inhibitor | Pf growth 48h | Pf growth 96h |
| --- | --- | --- | --- | --- | --- | --- |
| CCN1CCN(C(=O)c2ccc(CNS(=O)(=O)c3cccc(OC)c3)cc2)CC1 | 16% | 17% | 0% | 4% | 14% | ? |
| COc1ccc(N2C(=O)CC(Sc3ncccc3C(=O)O)C2=O)cc1 (configuration not stated) | ? | 13% | -11% | -2% | · | 16% |
| O=C(c1cccn2c(=O)c3ccccc3nc12)N1CCN(Cc2ccc3c(c2)OCO3)CC1 | -5% | -22% | 1% | -15% | ? | 109%[activator] |
| O=[N+]([O-])c1cccc(/C=N/Nc2ncc(Br)cn2)c1 | 1% | -3% | 10% | 0% | 117%[activator] | ? |
| CC(=O)OC[C@H]1O[C@@](COC(C)=O)(O[C@H]2O[C@H](COC(C)=O)[C@@H](OC(C)=O)[C@H](OC(C)=O)[C@H]2OC(C)=O)[C@@H](OC(C)=O)[C@@H]1OC(C)=O | · | · | · | -7% | -8% | -15% |
| CCn1c(SCC(=O)c2ccc(Cl)cc2)nnc1C(C)C | 0% | 0% | 5% | -3% | 32%[activator] | ? |
| O=C(c1ccc(Cl)cc1)C1CCCN(Cc2cccc3ncccc23)C1 (configuration not stated) | 10% | 7.9µM* | 1% | 1% | ? | ? |
| C=C1C(=O)O[C@H]2C[C@]3(C)C([C@@H](OC(=O)/C(C)=C/C)[C@H]12)[C@](C)(O)CC[C@H]3O (some centres not stated) | 14µM* | ? | 4% | -5% | -20% | -9% |
| CCOC(=O)C1=C(c2ccccc2)OC(N)=C(C#N)C1C(C)C (configuration not stated) | -8% | 2% | 1% | 10% | -4% | 14% |
| Cc1cccc(C)c1NC(=O)CN(C)C(=O)[C@H](C)NC(=O)c1ccco1 | -2% | 32%[activator] | · | -5% | 0% | -5% |
| COc1ccc(OC)c(C2CC(=O)Nc3n[nH]c(-c4ccccc4)c32)c1 (configuration not stated) | 7%[57.1 µM] | 14% | -14% | -12% | ? | 33%[activator] |
| O=C(Nc1ccc(Oc2ncnc3cc(Cl)ccc23)nc1)c1cccs1 | -8% | 3% | -2% | 1% | 5% | 16% |
| CC(C)CN(CCCNC(=O)CN1C(=O)COc2ccc(S(=O)(=O)N3CCCC3)cc21)CC(C)C | 14% | 3% | 1% | 2% | 12µM* | ? |
| CC(=O)NC(CCS(C)(=O)=O)C(=O)Nc1ccc(Cl)c(Cl)c1 (configuration not stated) | 5% | 7% | 2% | -3% | 19% | 15% |
| Cc1cccc(NC(=O)c2ccc3nsnc3c2)c1C | -8% | -7% | 2% | 3% | 61%[activator] | 18% |
| CCSc1nc(-c2ccco2)ccc1C#N | 11µM* | ? | 1% | ? | -2% | · |
| O=C(Cn1cnc2c(nnn2Cc2ccccc2)c1=O)N1CCCc2ccccc21 | 5% | 17% | 6% | 3% | ? | 12µM* |
| COc1ccc(N2CC(NC(=O)N3CCN(c4ccccc4)CC3)CC2=O)cc1 (configuration not stated) | 1% | -10% | 1%[11.5 µM] | 2% | -5% | 43%[activator] |
| C/C(=N\NC(=O)c1nnn(-c2nonc2N)c1-c1cccs1)c1ccc(O)cc1 | -5% | ? | 1% | -4% | 12µM* | 12µM* |
| CC1CCN(C(=O)CCNS(=O)(=O)c2ccc3c(c2)oc(=O)n3C)CC1 | 1% | 4% | 1% | 1% | -8% | ? |
| O=C(Nc1cc(Br)ccc1O)C1CC(c2c(F)cccc2Cl)=NO1 (configuration not stated) | 10% | -8% | 1% | 1% | 17% | ? |
| c1ccc2c(c1)oc1c(NCCCN3CCOCC3)ncnc12 | -3% | -11% | 0% | -4% | 13% | -9% |
| COc1ccc(OCCCC(=O)Nc2cccc([N+](=O)[O-])c2C)cc1 | 8% | 6% | 5% | 7% | -7% | 13% |
| COc1cc(C(=O)N(C)CCOc2ccc(C)cc2)ccc1OC1CCN(C(C)=O)CC1 | -19% | -4% | 2% | 3% | -19% | 6% |
| COc1cc(C(=O)N/N=C(\c2ccccc2)c2ccccn2)cc(OC)c1OC | -1% | ? | -6% | 4% | 0.93µM* | 9.3µM* |
| CC(C)CCn1c(COc2ccccc2)n[nH]c1=S | 12% | 29% | -4% | -16% | -17%[1.15 µM] | -56%[1.15 µM] |
| CCN(CC)C(=O)C(=O)c1cccn1-c1ccccc1C#N | -1% | 8% | 1% | 1% | 10% | · |
| CC12CN3CCN(CC(C3)/C1=N\N=C1/C3CN4CCN(C3)CC1(C)C4)C2 | 5% | 17% | -1% | 4% | 14% | 16% |
| COc1ccc(-n2nc(C(=O)Nc3cc(OC)c(OC)c(OC)c3)c3ccccc3c2=O)c(OC)c1 | -3% | ? | 0% | -4% | 26% | 8.3µM* |
| Cc1ccc(/C=C2\SC(=S)N(CC(=O)Nc3cccnc3)C2=O)cc1 | 1% | ? | -1% | 2% | -17% | ? |
| O=C(COC(=O)C1CC(=O)N(c2nc(-c3ccccc3)cs2)C1)c1ccccc1 (configuration not stated) | -28% | 2% | 4% | 0% | · | -43% |
